# HTRA1 inh: HTRA1 (human) protease inhibition. inhibition, % at 5.96 µM. recombinant HTRA1, FP-rhodamine activity-based probe, fluorescence polarization. 340,000 compounds, 0.5% hits; in the data active = inhibition above about 36%;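 note: 0% = enzyme with DMSO and 100% = wells lacking enzyme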
# Target sequence (Q92743 whole entry, looked up): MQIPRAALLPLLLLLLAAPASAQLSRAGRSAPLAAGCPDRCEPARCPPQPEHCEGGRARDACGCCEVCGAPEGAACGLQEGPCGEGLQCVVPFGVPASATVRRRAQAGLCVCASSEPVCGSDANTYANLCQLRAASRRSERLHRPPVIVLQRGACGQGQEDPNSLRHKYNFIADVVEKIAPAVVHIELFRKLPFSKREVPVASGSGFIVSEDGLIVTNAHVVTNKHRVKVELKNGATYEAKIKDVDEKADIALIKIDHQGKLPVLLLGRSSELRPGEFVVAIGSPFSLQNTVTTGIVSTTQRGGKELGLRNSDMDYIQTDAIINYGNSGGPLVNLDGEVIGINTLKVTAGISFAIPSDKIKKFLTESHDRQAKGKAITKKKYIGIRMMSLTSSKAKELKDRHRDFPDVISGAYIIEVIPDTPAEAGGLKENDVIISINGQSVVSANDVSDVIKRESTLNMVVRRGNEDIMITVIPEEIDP
# TCR CD3 inh: human TCR-CD3 binding inhibition; TAMRA-labeled TCR probe fluorescence, biochemical; inhibition, % at 9.4 µM; 360,000 compounds, 0.37% hits; in the data active = inhibition above about 19%;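 note: recombinant mutant TCR 2C K166C tagged with TAMRA read by polarization; 0% = receptor in buffer alone and 100% = receptor with positive control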
# DDE Tn7 FP inh: inhibitors of Tn7 peptide binding to human fibrin DD(E) | FP displacement of FITC-Tn7 peptide from fibrin DD(E); 0% = median of compound wells per plate | inhibition, % at 8.3 µM | 370,000 compounds, 0.13% hits;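 active = inhibition above the mean of compounds falling within the control limits plus 3 SD of them, cut at about 14% in these data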;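 note: 0% = plate median of compound wells and 100% = 10 µM Aha-Tn7 peptide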
#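 Assay system: human fibrin DD(E) protein / Input: 2 µM fibrin DD(E) / Benchmarks: high control of 10 µM Aha-Tn7 peptide / Measured by: fluorescence polarization of the labelled Tn7 tracer / Medium: Tris buffer with calcium and detergent, pH 7.8 / Timing: 10 min compound pre-incubation, 3 h probe incubation at room temperature / Repeats: one replicate per compound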
# TDP2 absorb: blocks human TDP2 phosphodiesterase activity; inhibition, % at 12.8 µM; O95551; 370,000 compounds, 0.34% hits; recombinant TDP2, T5PNP hydrolysis, p-nitrophenol absorbance 415 nm;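 active = inhibition above the mean of all tested compounds plus 3 SD, set per campaign, cut at about 25% in these data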;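 note: 0% = DMSO with enzyme and 100% = buffer with substrate but no TDP2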
#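 test system = human TDP2 enzyme | input = TDP2 enzyme at 120 nM final | medium = 50 mM Tris-HCl pH 7.5 with Mg2+, KCl, DTT, BSA | also added = T5PNP substrate, 5 mM | times = 2 h at 37 °C | technique = epi absorbance | benchmarks = high control without enzyme, low control DMSO plus TDP2 | replication = each compound tested once, singlicate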
# LEDGF integ inh: blocks HIV-1 LEDGF/p75-dependent DNA integration | 370,000 compounds, 0.64% hits | TR-FRET IN-LEDGF/p75 DNA integration, Eu/Cy5 | inhibition, % at 3.7 µM;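 active = inhibition above the screen-wide mean plus 3 SD, cut at about 13% in these data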;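 note: signal is the Cy5 over europium emission ratio at 671 and 618 nm; 0% = plate median of compound wells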
# PG9 binder: small molecules binding HIV-1 gp120 antibody PG9 | TR-FRET gp120-PG9 antibody binding | inhibition, % at 6.7 µM | 360,000 compounds, 0.43% hits; in the data active = inhibition above about 8.5%
# ABHD4 inh: inhibitors of mouse ABHD4; purified mABHD4, FP-Rh probe fluorescence polarization; inhibition, % at 8.92 µM; 370,000 compounds, 0.54% hits; AID 720543;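 active = inhibition exceeding the mean over every tested compound plus 3 SD, cut at about 30% in these data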;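 note: 0% = plate median of compound wells and 100% = S159A mutant with DMSO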
#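 System: mouse ABHD4 enzyme, wild type / Medium: HEPES pH 7.0, NaCl, Pluronic buffer / Reagent: FP-Rh activity-based fluorescent probe / Control set: S159A mutant high control, sample median low control / Detection: fluorescence polarization with parallel and perpendicular emission, 525/598 nm / Schedule: 45 min + 60 min at 25 °C / Compound dosing: 8.92 µM, single dose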
# UHRF1 MBD2 ctr: human UHRF1 methylated DNA binding inhibitors; UHRF1 binding to methylated oligo, TR-FRET; inhibition, % at 4.4 µM; 370,000 compounds, 0.75% hits; in the data active = inhibition above about 21%;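 note: UHRF1 SRA domain binding a hemimethylated CpG hairpin DNA probe; 0% = median of test compound wells and 100% = reference inhibitor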
# SIAE primary: inhibitors of human sialic acid acetylesterase SIAE | inhibition, % at 9.66 µM | 370,000 compounds, 0.69% hits | SIAE FP-Rh probe binding, fluorescence polarization | Q9HAT2;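 active = inhibition above a cutoff: mean of compounds within the control limits plus 3 SD of those, cut at about 17% in these data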;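 note: 0% = plate median of compound wells and 100% = probe without SIAE protein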
# PRMT1 FP inh: blocks human protein arginine methyltransferase 1; Q99873; recombinant PRMT1, activity-based probe fluorescence polarization; inhibition, % at 2.79 µM; 370,000 compounds, 1.3% hits;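 active = inhibition above about 21% made by adding two undisclosed values, limit read from the data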
# Target sequence (Q99873 whole entry, looked up): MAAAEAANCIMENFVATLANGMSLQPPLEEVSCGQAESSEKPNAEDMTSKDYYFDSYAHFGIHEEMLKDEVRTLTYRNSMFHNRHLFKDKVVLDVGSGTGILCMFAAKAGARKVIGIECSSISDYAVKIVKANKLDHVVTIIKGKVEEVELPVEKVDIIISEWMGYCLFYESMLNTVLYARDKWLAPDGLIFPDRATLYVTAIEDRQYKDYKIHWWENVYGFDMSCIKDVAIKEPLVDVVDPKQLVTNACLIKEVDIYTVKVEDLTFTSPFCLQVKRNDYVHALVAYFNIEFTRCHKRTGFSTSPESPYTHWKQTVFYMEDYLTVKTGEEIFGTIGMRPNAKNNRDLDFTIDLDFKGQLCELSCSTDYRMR
# Starred values were filed as active, the others as inactive; x = not tested or not shown. Rows were taken by chance, and some 4.2% of all compounds hit somewhere here.
HTRA1 inh,TCR CD3 inh,DDE Tn7 FP inh,TDP2 absorb,LEDGF integ inh,PG9 binder,ABHD4 inh,UHRF1 MBD2 ctr,SIAE primary,PRMT1 FP inh,structure
5,-5,6,8,-4,0.5,6,1,0,1,CS(=O)(=O)c1ccc2nc(NC(=O)c3ccc(N4CCCC4=O)cc3)sc2c1
7,-6,-5,8,2,-0.6,1,0,-3,1,CCC1(O)CC(C(=O)OC)=NN1C(=O)c1ccccc1 (stereo not given)
2,4,4,5,-1,-7.8,2,-1,-1,0,COc1cc(/C=C(\C#N)C(=O)Nc2ccccn2)ccc1O
-16,-2,8,-1,-3,0.7,1,0,-6,2,CN(c1ccc(OCC(=O)Nc2ccc3[nH]c(=O)[nH]c3c2)cc1)S(=O)(=O)c1ccc(Cl)cc1
-1,-4,2,-11,4,1.0,-8,5,-2,3,COC(=O)Nc1c(C)n(C)n(-c2ccccc2)c1=O
-1,5,3,0,2,-1.0,7,-3,-1,2,COc1ccccc1-n1nc(C(=O)NCc2ccco2)c2ccccc2c1=O
2,-7,-1,8,-2,-0.7,1,1,0,3,CC(=O)O[C@]1(C(C)=O)CC[C@H]2[C@@H]3C=CC4=CC(=O)C=C[C@]4(C)[C@H]3CC[C@@]21C
-1,-3,-5,2,-1,0.6,4,0,-3,4,Cc1ccnc(NC(=O)c2ccccc2NC(=O)C(C)(C)C)c1
0,1,-10,5,1,-2.0,6,1,4,-2,O=C(N1CCCC1)C12CCC3CC(CC(C3)C1)C2
-17,1,5,-6,0,1.0,-18,-5,7,0,COc1ccccc1/C=C(/CC(=O)NCc1ccc2c(c1)OCO2)c1nc2ccccc2s1
-1,8,-10,-14,-9,-2.4,-5,14,-2,1,CCC1=[N+](C)c2cccc3cccc(c23)N1C
0,-7,3,0,7,0.1,0,3,8,-7,c1ccc2sc(NC3=NCN(CCN4CCOCC4)CN3)nc2c1
x,-7,3,4,1,-2.2,-2,1,-2,4,C[C@H]1CN([C@@H](C)CO)C(=O)CCCn2cc(nn2)CO[C@@H]1CN(C)C(=O)Nc1ccc(-c2cccs2)cc1
x,x,3,2,0,x,-1,1,-1,-2,COc1cccc(C2c3c(ncn(-c4ccccc4)c3=N)Oc3ccc4ccccc4c32)c1OC (stereo not given)
1,1,-5,8,-2,-1.5,-3,-1,12,1,CCc1nnc(/N=C/c2c(O)n(-c3ccc(Cl)cn3)c(=O)c3ccccc23)s1
x,-5,-1,2,-2,-0.9,-4,-4,-3,-3,O=C(N/N=C/c1ccc(OC(=O)c2ccco2)cc1)c1ccccn1
3,5,-1,0,-2,-4.5,2,-8,6,-1,COc1ccc(-c2[nH]nc3oc(=O)c(CCO)c(C)c23)cc1
-33,-2,7,-2,-3,0.1,-21,-1,-9,0,O=C(Cc1ccccc1)Nc1nc(-c2cccs2)cs1
-1,-6,-16,-19,4,-1.8,0,-2,-2,-5,O=C(CN1CCCC1c1cccs1)N1CCN(S(=O)(=O)c2ccccc2)CC1 (stereo not given)
-2,10,-4,-14,0,0.2,2,2,-3,0,CC(C)N1CC(C(=O)Nc2ccc(S(=O)(=O)N3CCCCC3)cc2)CC1=O (stereo not given)
-47,-2,3,-2,0,-0.5,-36,3,-88,-2,O=C(Nc1ccc(S(=O)(=O)Nc2nccs2)cc1)c1ccc(N2C(=O)c3ccccc3C2=O)cc1
-13,1,0,-9,25*,-0.8,-17,20,0,25*,O=C(/C=C/c1ccco1)Nc1ccccc1C(=O)Nc1cccc(C(=O)O)c1
1,-7,5,-14,1,-0.6,-10,3,-14,8,O=C(O)/C=C/c1cn(-c2ccccc2)nc1-c1ccccc1
-18,-2,-2,2,3,-1.4,2,6,5,3,COc1ccccc1N1CCN(c2nc(C)nc3c2oc2ccccc23)CC1
-57,-9,4,-1,-4,7.1,-15,3,-72,0,C#CCn1c(=NC(=O)c2sc3ccccc3c2Cl)sc2cc(S(N)(=O)=O)ccc21
-1,-5,4,11,-1,0.3,-1,7,3,3,Cn1c(C(=O)NC2CCCCC2)cc2sccc21
-21,4,-1,-7,-1,3.0,-7,0,0,-1,O=C(NCc1ccc2c(c1)OCO2)c1nn(-c2ccccc2)c(=O)c2ccccc12
1,11,-2,0,-3,1.2,5,-1,-3,-2,Cc1ccc(NC(=O)c2cc(=O)[nH]c3ccccc23)cc1C
6,2,2,8,-2,-1.1,2,-3,9,-3,CC(C)n1cnnc1SCC(=O)NNC(=O)COc1ccc(Cl)cc1
9,11,2,6,2,2.6,3,4,-2,-5,O=C(O)CCCn1cc(NC(=O)c2ccc(F)cc2)cn1
-1,-5,-5,-1,-5,-0.4,-19,3,-7,6,Cc1ccc(OCCC(=O)OCC(=O)Nc2ccc(C)cc2Cl)cc1
4,-7,3,0,-1,-1.0,-1,3,-8,3,COc1cc2c(cc1OC)-c1nnc(-c3cccs3)n1C(C)(C)C2
2,-11,5,7,-4,-0.6,2,1,-9,2,O=C(Nc1c(F)cccc1F)C1CCN(C(=O)c2cccs2)CC1
x,x,-3,-10,6,x,-9,-1,15,2,COC(=O)C1CN(CC(C)C)CCS(=O)(=O)N1Cc1ccc(C(F)(F)F)cc1 (stereo not given)
x,3,0,-5,0,0.7,-5,-3,-2,0,CCOC(=O)[C@]12CCCC=C1N(Cc1ccc3c(c1)OCO3)C(=O)[C@H](CC(=O)N1CCC(c3ccccc3)CC1)C2
-2,-6,4,11,0,1.0,1,2,-6,6,O=S(=O)(c1ccc(Br)cc1)N1CCN(Cc2ccco2)CC1
3,-3,5,8,0,0.6,-3,-2,-2,2,COC(=O)c1c(-c2ccccc2)noc1C
7,-8,2,-19,6,-1.6,-8,3,-6,1,CC(c1ccccc1)N(C)C(=O)CN1CCN(S(=O)(=O)c2ccc3c(c2)OCCCO3)CC1 (stereo not given)
x,11,0,-6,-2,-0.4,-4,-2,0,2,Cc1cc(C)cc(C(O)c2ncc(-c3ccccc3C)[nH]2)c1 (stereo not given)
x,9,1,-2,-2,-1.5,-1,-2,-5,0,CC(C)(Oc1ccc(CCNC(=O)c2ccc(-c3ccc(Cl)cc3)o2)cc1)C(=O)O
-10,-3,-12,-14,3,-0.1,1,3,0,-2,COc1cc(C(CC(=O)Nc2ccc(Cl)cn2)N2Cc3ccccc3C2=O)cc(OC)c1OC (stereo not given)
3,-1,1,-2,0,-1.1,4,1,-4,-4,CCN1CCN(Cc2nc3c(c(=O)n(C)c(=O)n3C)n2Cc2cccc3ccccc23)CC1
-4,11,2,-9,0,0.8,1,-2,1,-2,O=C(CN1C(=O)c2ccccc2S1(=O)=O)N1CCN(Cc2ccc3c(c2)OCO3)CC1
5,-2,-1,-1,-3,-0.4,-1,0,0,4,CCN(C[C@H]1N[C@@](CC)(C(=O)OC)[C@H]2C(=O)N(C)C(=O)[C@@H]12)C(=O)Nc1ccc(C)cc1
-2,4,8,3,0,0.3,1,4,-2,1,Cn1c(SCC(=O)NC(C)(C)C)nnc1-c1ccc(C(C)(C)C)cc1
-16,1,1,-6,2,-3.9,-1,2,-2,-1,Cc1ccc(-c2noc(CCC(=O)N3CCN(c4cccc(C(F)(F)F)c4)CC3)n2)cc1
-8,7,-1,6,-1,-1.2,4,-1,-27,0,O=C(Nc1cccc2ccccc12)/C(=C/c1ccc([N+](=O)[O-])cc1)NC(=O)c1ccccc1
x,x,7,8,-2,x,-29,0,5,2,CCC(O)(c1ccc(NC(=O)OC(C)(C)C)cc1)c1cc(OC)cc(OC)c1 (stereo not given)
-11,3,-3,-13,5,0.8,-17,1,-3,-2,C=CCNc1ccccc1S(=O)(=O)NCc1ccccc1
-4,-9,3,-14,-3,-0.8,2,5,0,4,COc1ccc(NC(=O)Cn2nnc(C(=O)NCc3cccs3)c2N)cc1
-14,4,-1,6,0,-0.5,-4,-2,-9,-2,COC(=O)c1ccc(NC2=C(Cl)C(=O)OC2OC(=O)c2ccccc2)cc1 (stereo not given)
3,3,-6,6,1,-0.7,4,2,18*,1,O=C(CN1C(=O)NC2(CCCCC2)C1=O)N1CCN(S(=O)(=O)c2cccc([N+](=O)[O-])c2)CC1
-12,4,2,-1,-4,0.1,-5,-1,-3,-2,CSc1nc2ccc(NC(=O)C3CC(=O)N(Cc4ccccc4)C3)cc2s1 (stereo not given)
-11,3,6,-4,2,-0.6,-7,-1,-6,0,COc1ccc(/C=N/NS(=O)(=O)c2ccccc2)cc1OS(=O)(=O)c1ccccc1
2,5,-1,11,0,-0.6,0,-2,-3,-2,O=C(NCCCn1ccnc1)c1ccncc1
8,-4,4,3,0,1.2,10,1,5,31*,O=S(=O)(Nc1ccc(O)c(NS(=O)(=O)c2ccccc2)c1)c1ccccc1
8,-1,3,-1,-2,0.5,-8,1,-5,3,CCCC(=O)Nc1nnc(-c2ccc3c(c2)OCO3)s1
8,-2,6,-4,1,2.1,-12,4,-2,8,CCOC(=O)N1CCC(NC(=O)CSc2cc(=O)n(C)c3ccccc23)CC1
x,x,4,-5,0,x,-3,0,0,-5,CC(C)(C)C(=O)OCOP(=O)(COCCn1cnc2c(N)ncnc21)OCOC(=O)C(C)(C)C
-1,4,5,4,2,0.1,6,3,-1,4,COc1ccc(/C=N/NC(=O)CSCc2ccc([N+](=O)[O-])cc2)cc1OC

# The listing continues:
HTRA1 inh,TCR CD3 inh,DDE Tn7 FP inh,TDP2 absorb,LEDGF integ inh,PG9 binder,ABHD4 inh,UHRF1 MBD2 ctr,SIAE primary,PRMT1 FP inh,structure
x,-1,2,-3,1,-2.1,5,8,1,-3,C[C@@H]1COc2cccc(NCCO)c2S(=O)(=O)N1
-4,6,4,1,0,0.3,1,-3,-3,-2,CC(C)NC(=S)N1CCN(C/C=C/c2ccccc2)CC1
6,2,1,-3,-1,-3.3,2,-2,-4,2,O=C(Nc1ccc(C(=O)N2CCCC2)cc1)c1ccccc1Br
-1,1,9,-1,-2,-0.7,-1,1,-1,0,Cn1c(C(O)c2ccc3c(c2)OCO3)nc2ccccc21 (stereo not given)
1,-8,-4,3,-1,-0.2,1,0,4,5,CC(=O)Nc1cccc(/C(C)=N/NC(=O)c2cccc(S(=O)(=O)N3CCCC3)c2)c1
-8,8,9,-3,-3,-2.0,-1,0,-9,0,N/C(Cc1cccs1)=N\OC(=O)COc1ccccc1

# An excerpt from above in order of heavy-atom count, smallest number first:
HTRA1 inh,TCR CD3 inh,DDE Tn7 FP inh,TDP2 absorb,LEDGF integ inh,PG9 binder,ABHD4 inh,UHRF1 MBD2 ctr,SIAE primary,PRMT1 FP inh,structure
-4,6,4,1,0,0.3,1,-3,-3,-2,CC(C)NC(=S)N1CCN(C/C=C/c2ccccc2)CC1
-17,1,5,-6,0,1.0,-18,-5,7,0,COc1ccccc1/C=C(/CC(=O)NCc1ccc2c(c1)OCO2)c1nc2ccccc2s1
-47,-2,3,-2,0,-0.5,-36,3,-88,-2,O=C(Nc1ccc(S(=O)(=O)Nc2nccs2)cc1)c1ccc(N2C(=O)c3ccccc3C2=O)cc1

# Compound activity deposited in PubChem BioAssay by The Scripps Research Institute Molecular Screening Center.
